Source: PubChem BioAssay
IMPase Li cell: membrane-permeable IMPase blocker, potentiated with lithium. 210,000 tested, 0.35% active. CHO-M1 cells, IP1 TR-FRET (IP-One), carbachol + lithium. Potency, µM (series often up to 59.4 µM), for inactives: at the highest dose activity, negative = IMPase inhibition, hits mostly inhibitors;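 note: IP1 builds up when IMPase is blocked and the TR-FRET signal falls; potency is the fitted concentration of half-maximal effect; plate controls were basal vehicle for no effect and high inhibitor control for full effect; nearly all actives have a fitted effect of over 50% in size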
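Concentration–response in CHO-M1 cells, lithium-potentiated; 30 min at 37C. IP1 detected by competitive TR-FRET after 10 min lysis at RT. Hill-fitted AC50.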
SMN2 splice enh: increases expression of the SMN2 splice variant; HEK293 SMN2-luciferase splicing reporter, luminescence, 30-36 h; Potency, µM (highest dose often 46.1 µM), without a hit: at the top dose activity change, positive = activation, usual class: activators; 210,000 tested, 2.8% active; AID 1458; note: potency is the fitted concentration of half-maximal effect; % of control where 0% means no effect; nearly all actives have a fitted effect of over 55% in size
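HEK293 cells carry an SMN2 minigene-luciferase reporter in which exon 7 inclusion puts luciferase in frame. Cells were seeded at 2000 cells/well, attached for 10-12 hours, then exposed to compounds for 30-36 hours at 37C before ONE-Glo luminescence.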
Luc counter: counter-screen: inhibitors of Kinase-Glo firefly luciferase. Kinase-Glo luciferase, ATP luminescence, 8 min. Q27757. 200,000 tested, 0.28% active. Potency, µM (highest dose often 38.3 µM), without a hit: top-dose activity change, negative = inhibition, usual class: inhibitors; note: potency is the fitted concentration of half-maximal effect; % is set by controls: 0 for no effect and ±100 for the full control effect; nearly all actives have a fitted effect of over 60% in size
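Luminescence was the read-out, taken after 8-minute incubation at ambient temperature. Luciferase turned over luciferin with 10 uM ATP in imidazole pH 7.2 buffer containing KCl, MgCl2, Tween 20 and BSA.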
CBFb-RUNX1 inh: inhibitors of human CBF-beta and RUNX1 interaction. AlphaScreen CBFb-His/RUNX1-biotin binding, biochemical. AID 1477. 230,000 tested, under 10 active. Potency, µM (highest dose often 59.8 µM), for inactives: top-dose activity, negative = inhibition, hits mostly inhibitors. Q01196+Q13951; note: % of control where 0% means no effect
Target sequence (Q01196 whole entry, looked up): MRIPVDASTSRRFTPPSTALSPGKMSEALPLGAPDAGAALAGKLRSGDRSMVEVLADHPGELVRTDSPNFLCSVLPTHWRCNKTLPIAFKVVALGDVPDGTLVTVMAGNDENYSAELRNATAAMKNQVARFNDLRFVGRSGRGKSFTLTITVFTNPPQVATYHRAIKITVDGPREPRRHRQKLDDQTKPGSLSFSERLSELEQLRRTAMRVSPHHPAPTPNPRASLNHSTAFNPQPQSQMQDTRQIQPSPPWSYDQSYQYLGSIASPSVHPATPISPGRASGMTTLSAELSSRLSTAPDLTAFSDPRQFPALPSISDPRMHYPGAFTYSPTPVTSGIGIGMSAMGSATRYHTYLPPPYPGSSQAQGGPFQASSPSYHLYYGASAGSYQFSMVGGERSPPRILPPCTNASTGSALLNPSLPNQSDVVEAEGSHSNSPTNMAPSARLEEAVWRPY
Target sequence (Q13951 whole entry, looked up): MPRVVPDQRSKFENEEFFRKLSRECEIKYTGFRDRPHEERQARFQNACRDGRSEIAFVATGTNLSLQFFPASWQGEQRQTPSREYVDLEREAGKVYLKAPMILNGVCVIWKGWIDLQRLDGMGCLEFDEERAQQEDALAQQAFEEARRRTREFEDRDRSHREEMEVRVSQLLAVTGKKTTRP
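Compounds were screened at multiple concentrations against a preformed CBF-beta(His)/RUNX1(biotin) complex (30 nM of each) for 15 min at room temperature, followed by 90 min with nickel and streptavidin beads and AlphaScreen reading.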
HTT aggregate: inhibitors of mutant huntingtin aggregate formation in PC12 cells; PC12 HttQ103-GFP aggregates, Acumen cytometry, 40 h; Potency, µM (series often up to 46.1 µM), for inactives: at the highest dose activity change, negative = inhibition, actives largely listed as inhibitors; 220,000 tested, 1.1% active; AID 1688; note: potency is the fitted concentration of half-maximal effect; % is set by controls: 0 for no effect and ±100 for the full control effect; nearly all actives have a fitted effect of over 60% in size
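PC12 cells stably carrying ecdysone-inducible HTT exon 1 Q103–GFP were induced with tebufenozide (100 nM final) and treated with library compounds in titration. GFP aggregates in lysates were counted by laser scanning cytometry.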
HTT ATP protect: cytoprotection in Huntington HTT-Q103 PC12 cell model; PC12 HTT-Q103 induced, cytoprotection, ATP luminescence, 40 h; Potency, µM (top dose mostly 56.4 µM), for inactives: cytoprotection (ATP increase), most hits filed as activators; 230,000 tested, 0.14% active; AID 1471;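 note: potency is the fitted concentration of half-maximal effect; % of control where 0% means no effect; nearly all actives have a fitted effect of over 45% in size; toxic huntingtin expression switched on by the ecdysone agonist tebufenozide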
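Huntington model: PC12 line, ecdysone-inducible HTTQ103 exon1–GFP, tebufenozide 100 nM. Test articles in a dose series. Endpoint luminescence from cellular ATP.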
Lamin A splicing: modulators of lamin A splicing; HeLa LMNA splicing GFP/RFP minigene ratio, 48 h; 200,000 tested, 0.01% active; Potency, µM (top dose mostly 46.1 µM), for the others: at the highest dose ratio change, negative = inhibition, hits mostly inhibitors; AID 1487; active = well fitted inhibition curve with a large enough effect in the signal ratio, with a control signal flat, not every such curve was filed as active; inconclusive = small, poorly fitted or top-dose-only effect, or effect the other way, or a change in a side signal; the % refers to the signal ratio; note: potency is the fitted concentration of half-maximal effect; % is set by controls: 0 for no effect and ±100 for the full control effect
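S3 HeLa cells stably expressing lamin A-EGFP splicing minigene plus DsRed2, 600 cells/well, 48 h compound exposure at 37C. Laser-scanning cytometry; analysed as GFP (500-530 nm)/RFP (575-640 nm) total intensity ratio; 0.5% DMSO vehicle.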
* hit, by the source's call; ? = inconclusive; · = no result given; [ ] = another dose, or the depositor's remark. Unless noted, calls come from the whole dose curve; as a rule, active = well fitted curve in the direction sought with a large enough effect; inconclusive = small, poorly fitted or top-dose-only effect, or another doubt; inactive = no such curve, though single readings can be large; an effect the other way counts as inactive or inconclusive.

(1) Cn1c(=O)oc2cc(S(=O)(=O)N3CCN(c4cccc(Cl)c4)CC3)ccc21
(2) N#Cc1cccc(-c2cc(-n3ccnc3)ncn2)c1
(3) COc1cc(Cl)c(C)cc1NC(=O)CSCC#N
(4) O=C(NCCNc1ccc([N+](=O)[O-])cc1C(F)(F)F)c1ccc(F)cc1
(5) Cc1c(Cl)c([N+](=O)[O-])nn1CC(=O)NC12CC3CC(CC(C3)C1)C2
(6) COc1cc(OC)cc(-c2nc3nc(C)c(CCC(=O)O)c(C)n3n2)c1
(7) CCCOc1cccc(C(=O)O)c1
(8) CCOC(=O)/C(N=Nc1sc(C(=O)OCC)c(C)c1C(=O)OCC)=C(\C)O
(9) O=C(COC(=O)c1ccccc1NCc1ccco1)Nc1ccc2c(c1)OCO2
(10) CN1CCN(c2ncnc3c2c(-c2ccccc2)cn3-c2ccc(F)cc2)CC1
assay / compound,1,2,3,4,5,6,7,8,9,10
IMPase Li cell,-17%[38.3 µM],?,-3%,4%,57%[activator][38.3 µM],17%[38.3 µM],15%[38.3 µM],4%,-3%[38.3 µM],5%
SMN2 splice enh,1%,3%,8%,-18%,-11%,2%,9%,1%[1.84 µM],-13%,-17%
Luc counter,-3%,-1%,3%,1%,-3%,0%,4%,-3%,1%,-1%
CBFb-RUNX1 inh,2%,·,2%,-19%,5%,4%,2%,-6%,-2%,-7%
HTT aggregate,-1%,·,-7%,?,-16%,-5%,8%,-3%,7%,-16%
HTT ATP protect,-2%[0.074 µM],10%,13%[10 µM],·,5%,-10%,-5%,13%[10 µM],-16%,-26%
Lamin A splicing,3%,5%,-11%,?,11%,3%,7%,-8%,?,·

(11) COc1cc(OC)c2c(O)c3c(c(-c4c5c(c(O)c6c(OC)cc(OC)cc46)CO[C@@H](C)[C@H]5O)c2c1)[C@H](O)[C@H](C)OC3
(12) O=C(C1CC1)N1CCN=C1SCc1ccccc1
(13) Cc1ccc([N+](=O)[O-])c(C)[n+]1C
(14) CCN(CC)CCNc1c2c(c(C#N)c3nc4ccccc4n13)CCCC2
(15) COC(=O)c1cccc(NC(=O)CSc2nnc(COc3cccc(C)c3)n2C)c1
(16) Cn1cccc1C(=O)N1CCC2(CCCN(Cc3nccs3)C2)CC1
(17) Cc1ccccc1NC(=O)/C(=C\c1cccs1)NC(=O)c1ccco1
(18) COc1cccc(OC)c1C(=O)Nc1ccc(Cc2ccncc2)cc1
(19) Cc1cc(C)n(-c2nnc(C)n2/N=C/c2ccccc2O)n1
(20) O=C(O)CSc1nc(-c2ccccc2)cc(=O)[nH]1
assay / compound,11,12,13,14,15,16,17,18,19,20
IMPase Li cell,-6%,25%[38.3 µM],18%,37%[activator][38.3 µM],-4%[38.3 µM],30%,26%[38.3 µM],-1%,21%[38.3 µM],18%[38.3 µM]
SMN2 splice enh,·,6%,-32%[inhibitor],-10%,-9%,-1%,-4%,-9%,?,-2%
Luc counter,·,2%,-11%,-2%,-1%,-2%,3%,0%,-5%,0%
CBFb-RUNX1 inh,-17%,21%,1%,3%,-4%,·,12%,3%,8%,1%
HTT aggregate,-5%[9.22 µM],1%,32%,?,-10%,·,4%,9%,6%,-3%
HTT ATP protect,1%[10 µM],3%,-38%,35%,2%[10 µM],-1%,-16%[10 µM],24%[10 µM],23%,17%
Lamin A splicing,·,-11%,?,-10%,-1%,·,-11%,?,?,4%

(21) COc1ccc(CCNC(=O)C(Sc2ccccn2)c2ccccc2)cc1OC (centres undefined)
(22) CN1C(=O)NC(c2ccccc2)(C(F)(F)F)S/C1=C(/C#N)c1nnc(N2CCOCC2)n1-c1ccccc1 (centres undefined)
(23) CC(C)Cn1c(SCC(=O)N2CC(=O)Nc3ccccc32)nc2ccccc21
(24) CCOc1ncccc1C(=O)Nc1ccc2c(C)cc(=O)oc2c1
(25) COc1cccc(-n2ccnc2SCC(=O)Nc2cc(C)on2)c1
(26) Cc1nn(-c2ccccc2)c(C)c1/C=N/NC(=O)CSc1nnc(SCc2ccc(Cl)cc2)s1
(27) Cc1ccc(NC(=S)NNC(=O)CCn2cc(C)cn2)cc1
(28) CS(=O)(=O)c1ccc2nc(NC(=O)C3CCCO3)sc2c1 (centres undefined)
(29) Cc1cccc(C)c1NC(=O)COC(=O)c1ccc2c(c1)OCO2
(30) COCCN(C(=O)CNC(=O)c1cccs1)C(C(=O)NC1CCCC1)c1cccs1 (centres undefined)
assay / compound,21,22,23,24,25,26,27,28,29,30
IMPase Li cell,·,2%,4%,-3%[38.3 µM],-7%,13%,·,-1%,-27%,-2%[38.3 µM]
SMN2 splice enh,·,7%,5%,-11%,6%,0%,·,·,4%,-4%
Luc counter,·,1%,1%,-5%,4%,1%,·,0%,3%,-6%
CBFb-RUNX1 inh,18%,0%,-2%,11%,-3%,-10%,1%,1%,-1%,1%
HTT aggregate,-2%[9.22 µM],?,16%,2%,-1%,-14%,18%,5%[9.22 µM],0%,20%
HTT ATP protect,4%[10 µM],16%[1.9 µM],-3%[10 µM],12%,12%,17%[10 µM],-11%,23%[10 µM],-11%[10 µM],-9%[10 µM]
Lamin A splicing,·,?,22%,4%,-2%[46 µM],?,1%,2%[46 µM],-4%[46 µM],11%

(31) CSCCCNC(=S)Nc1ccc(N2CCOCC2)cc1N1CCOCC1
(32) CC(C)C[C@H](NC(=O)c1nc[nH]c1C(=O)NC1CCN(C(=O)OC(C)(C)C)CC1)C(=O)OC(C)(C)C
(33) CC12CCC(C/C1=N\OC(=O)c1ccc(F)cc1)C2(C)C (centres undefined)
(34) N#Cc1cccc(NC(=O)CCn2ccnc2)c1
(35) CCOC(=O)c1cc(C#N)c(NCc2ccccc2)nc1C
(36) CCCCC#Cc1cncc(C(=O)N/N=C/c2cccc(OC)c2)c1
(37) Clc1ccc(-c2cnc3n2CCC3)cc1
(38) COCc1cc(Sc2ccc(Cl)cc2Cl)nc(-c2ccccc2)n1
(39) CN(C)C(=O)c1cn(-c2ccccc2)nc1-c1cc2ccccc2o1
(40) COCCn1c(C)cc(C(=O)CSc2nc(C)cc(C)c2C#N)c1C
assay / compound,31,32,33,34,35,36,37,38,39,40
IMPase Li cell,6%,16%,6%,18%[38.3 µM],1%[38.3 µM],·,5%[38.3 µM],11%[38.3 µM],7%,24%[38.3 µM]
SMN2 splice enh,10%,·,0%,-6%,-12%,·,-2%,-20%,-9%,-38%[inhibitor]
Luc counter,0%,·,1%,1%,-6%,·,-2%,-3%,1%,2%
CBFb-RUNX1 inh,1%,11%,16%,-1%,13%,5%,1%,3%,2%,-6%
HTT aggregate,-8%,18%[9.22 µM],15%,1%[9.22 µM],10%,15%[9.22 µM],-8%,-22%,3%,?
HTT ATP protect,-37%[inhibitor],1%[10 µM],7%[10 µM],0%,14%[0.074 µM],22%[10 µM],-23%,-22%,4%[10 µM],-28%[0.074 µM]
Lamin A splicing,·,·,1%,3%,8%,·,15%,?,·,?

(41) Cc1nc(COc2ccccc2Cl)sc1-c1ccnc(N)n1
(42) CN(C)S(=O)(=O)c1ccc2c(c1)nc(CCC(=O)Nc1ccc3c(c1)OCO3)n2C
(43) CCOc1ccc(NC(=O)C2Cc3ccccc3CN2S(=O)(=O)CC)cc1 (centres undefined)
(44) Oc1cccc(/C=N/Nc2nn3cnnc3c3ccccc23)c1
(45) FC(F)(F)c1nc2ccccc2n2c(-c3ccc(Cl)cc3Cl)nnc12
(46) Cc1nn(-c2ccccc2)c2nc(N)c(C#N)c(-c3ccc(F)cc3)c12
(47) C/C(=N\NC(=O)Cc1csc(N2CCOCC2)n1)c1ccc(Cl)c(Cl)c1
(48) COc1ccc(OC)c(-c2nc3c(C)n[nH]c(=O)c3[nH]2)c1
(49) Cc1ccc(CC2C(=O)N(c3cc(Cl)ccn3)C(=O)C2C)cc1 (centres undefined)
(50) O=C(O)C1CC=CCC1C(=O)Nc1ccccc1 (centres undefined)
(51) CS(=O)(=O)N1CCC2(CCN(c3ccccc3)CC2)CC1
(52) S=C(Nc1ccc(Nc2ccccc2)cc1)Nc1ccccn1
assay / compound,41,42,43,44,45,46,47,48,49,50,51,52
IMPase Li cell,·,-1%,-2%,·,-14%[38.3 µM],-18%,20%,-4%[38.3 µM],·,29%[38.3 µM],-12%,14%
SMN2 splice enh,·,8%,9%,·,-7%,-50%[inhibitor],-22%,-38%[inhibitor],·,11%,-20%,-68%[inhibitor]
Luc counter,·,-8%,0%,·,-1%,10%,3%,1%,·,-4%,0%,-3%
CBFb-RUNX1 inh,4%,-5%,5%,5%,-7%,?,-7%,5%,7%,-9%,·,-5%
HTT aggregate,6%[9.22 µM],15%,?,-18%[9.22 µM],-7%,-23%,-25%,13µM*,5%[9.22 µM],9%,·,3%[9.22 µM]
HTT ATP protect,18%[10 µM],·,-14%[10 µM],-38%[10 µM],-14%,-21%[0.074 µM],7%,-24%[10 µM],-8%[10 µM],-4%,3%,-52%
Lamin A splicing,·,?,·,·,0%,-23%,?,?,·,3%,·,·

Shown bar-delimited: three of the compounds above
No. | mol | IMPase Li cell | SMN2 splice enh | Luc counter | CBFb-RUNX1 inh | HTT aggregate | HTT ATP protect | Lamin A splicing
21 | COc1ccc(CCNC(=O)C(Sc2ccccn2)c2ccccc2)cc1OC (centres undefined) | · | · | · | 18% | -2%[9.22 µM] | 4%[10 µM] | ·
7 | CCCOc1cccc(C(=O)O)c1 | 15%[38.3 µM] | 9% | 4% | 2% | 8% | -5% | 7%
13 | Cc1ccc([N+](=O)[O-])c(C)[n+]1C | 18% | -32%[inhibitor] | -11% | 1% | 32% | -38% | ?
